Screens from PubChem BioAssay.
pAkt inh: Akt phosphorylation inhibition; AID 651550; Neuro2A IGF-stimulated pAkt S473 HTRF, 20 min; hits give low values; activity change, % for hits at 50 µM; hit rate 0.32% among 360,000; in the data active = activity change below about -80%; inconclusive = mostly about -51% to -80%; also: % is scaled to controls: 0 for no effect and ±100 for the full control effect
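Neuro2A cells in DMEM with 0.5% FBS, overnight at 37 deg C, given compound at single 50 µM final, then IGF (6 nM final) for 20 min at 37 deg C. Lysed; phospho-Akt Ser473 by HTRF after 24 h, 665/615 ratio.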
Nrf2 activator: activates Nrf2 signaling; AREc32 ARE-luciferase reporter (MCF7-derived line), luminescence, 24 h; Potency, µM (top dose mostly 46.1 µM), inactives show top-dose activation, hits mostly activators; hit rate 0.31% among 410,000; AID 624171; also: potency is read from the fitted curve at half-maximal effect; % of control where 0% means no effect; nearly all actives have a fitted effect of over 65% in size
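Nrf2 activation is followed as ARE-luciferase induction in the AREc32 line after one day of compound treatment; luminescence is read with Steady-Glo.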
A549 tox: kills or reduces viability of A549 cells in Nrf2 counter-screen. A549 ARE-Fluc cells, CellTiter-Fluor viability, 18-24 h. Potency, µM (top dose mostly 46 µM), without a hit: top-dose activity change, negative = cytotoxicity, actives largely listed as inhibitors. hit rate 0.16% among 390,000; also: potency is read from the fitted curve at half-maximal effect; % is scaled to controls: 0 for no effect and ±100 for the full control effect
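A549 ARE_Fluc cells in 5% FBS OPTI-MEM were exposed to compounds in concentration-response for 18-24 h at 37 deg C. Viability was read by CellTiter-Fluor fluorescence (Ex 405/Em 525) after 30 min, before the luciferase read.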
TGFb SMAD3 inh: blocks TGF-b signaling | HepG2 CAGA-GFP TGF-b/SMAD3 reporter, GFP fluorescence, 18 h; TGF-beta stimulated, 500 pg/mL final | hit rate 1.2% among 410,000 | Potency, µM (highest dose often 46.1 µM), without a hit: at the top dose activity, negative = inhibition, hits mostly inhibitors; also: potency is read from the fitted curve at half-maximal effect; % is scaled to controls: 0 for no effect and ±100 for the full control effect; nearly all actives have a fitted effect of over 65% in size
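Inhibition of TGF-beta-driven CAGA-GFP reporter expression in HEPG2 cells is measured by cellular GFP fluorescence after 18 h stimulation with 500 pg/mL recombinant TGF-beta in 1% FBS medium at 37 degrees C.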
EPAC2 antagonist: blocks human EPAC2 exchange factor | Q8WZA2 | EPAC2 GEF exchange of Rap1B-BODIPY-GDP, fluorescence | Potency, µM (titrated, usually from 114 µM), for the others: at the top dose activity, negative = inhibition, most hits filed as inhibitors | hit rate 0.18% among 360,000 | AID 720708; also: potency is read from the fitted curve at half-maximal effect; % is scaled to controls: 0 for no effect and ±100 for the full control effect; nearly all actives have a fitted effect of over 45% in size; many of its hits are not listed in these tables
Target sequence (Q8WZA2 whole entry, looked up): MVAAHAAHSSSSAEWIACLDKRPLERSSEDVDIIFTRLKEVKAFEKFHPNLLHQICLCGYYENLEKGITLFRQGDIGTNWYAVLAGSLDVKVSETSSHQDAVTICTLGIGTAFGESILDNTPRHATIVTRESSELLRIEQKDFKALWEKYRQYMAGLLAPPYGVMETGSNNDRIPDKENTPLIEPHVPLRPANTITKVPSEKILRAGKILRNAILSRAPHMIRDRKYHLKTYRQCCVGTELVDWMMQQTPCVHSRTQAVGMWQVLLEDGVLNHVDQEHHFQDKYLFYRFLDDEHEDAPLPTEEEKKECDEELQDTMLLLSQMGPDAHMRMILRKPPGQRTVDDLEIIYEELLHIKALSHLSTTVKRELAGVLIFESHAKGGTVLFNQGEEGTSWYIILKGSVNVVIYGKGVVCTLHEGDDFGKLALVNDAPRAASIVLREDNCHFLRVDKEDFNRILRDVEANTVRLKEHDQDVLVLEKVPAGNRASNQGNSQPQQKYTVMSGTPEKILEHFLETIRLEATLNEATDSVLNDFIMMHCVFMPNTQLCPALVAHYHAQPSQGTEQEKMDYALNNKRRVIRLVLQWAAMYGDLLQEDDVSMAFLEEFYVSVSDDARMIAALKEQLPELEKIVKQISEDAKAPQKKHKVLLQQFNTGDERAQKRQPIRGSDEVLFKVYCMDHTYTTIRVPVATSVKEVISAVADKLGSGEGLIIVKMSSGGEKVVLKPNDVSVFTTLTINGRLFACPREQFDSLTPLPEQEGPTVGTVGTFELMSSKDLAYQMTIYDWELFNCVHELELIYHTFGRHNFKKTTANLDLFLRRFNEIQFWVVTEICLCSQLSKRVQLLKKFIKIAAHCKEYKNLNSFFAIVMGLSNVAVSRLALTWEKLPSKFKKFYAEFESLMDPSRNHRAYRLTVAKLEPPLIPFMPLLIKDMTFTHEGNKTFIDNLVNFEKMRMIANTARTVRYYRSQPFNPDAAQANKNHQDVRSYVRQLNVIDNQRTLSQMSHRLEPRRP
MmCpn inh: blocks the Methanococcus maripaludis chaperonin Mm-Cpn; purified Mm-Cpn ATPase, ADP Transcreener TR-FRET; Potency, µM (highest dose often 76.9 µM), for inactives: at the highest dose activity, negative = inhibition, most hits filed as inhibitors; hit rate 0.031% among 330,000; also: potency is read from the fitted curve at half-maximal effect; % is scaled to controls: 0 for no effect and ±100 for the full control effect; nearly all actives have a fitted effect of over 80% in size
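Eu-cryptate anti-ADP/ADP-d2 competition gives a ratio inversely related to ADP. Enzyme at 25 nM was pre-exposed to compound for 10 min, then given 10 uM ATP for 30 min, 37°C throughout.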
EPAC2 agonist: agonists of human EPAC2 (RAPGEF4); Q8WZA2; EPAC2 activation, biochemical qHTS; response scale: 100% = 6.5 mM cAMP response; Potency, µM (titrated, usually from 154 µM), for the others: top-dose activation, hits mostly activators; hit rate 0.079% among 360,000; AID 720711; also: potency is read from the fitted curve at half-maximal effect; nearly all actives have a fitted effect of over 50% in size
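Compounds were added across a concentration range to EPAC2 (100 nM), RAP1B-BODIPY-GDP (250 nM) and GDP (50 uM). After 5 min at room temperature, fluorescence was recorded at 5-min intervals for 30 min.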
CCT modulator: changes cytosolic chaperonin activity | purified chaperonin ATPase assay, HTRF ADP detection, 30 min | hit rate 0.3% among 360,000 | activity change, % (no concentration beside the values), hits read low; in the data active = activity change below about -30%; also: % is scaled to controls: 0 for no effect and ±100 for the full control effect
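TRiC (40 or 20 nM final, by batch activity) in 30 mM Tris pH 7.4, 100 mM KCl, 5 mM MgCl2, 1 mM DTT was treated with compound at 76 uM single dose, then 10 uM ATP, 30 min at 37 °C. ADP was read by HTRF Transcreener.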
Nrf2 block: blocks Nrf2 signaling | Potency, µM (doses to about 46 µM), without a hit: top-dose activity change, negative = inhibition, most hits filed as inhibitors | hit rate 2.1% among 360,000 | A549 ARE-Fluc reporter, luciferase luminescence, 18-24 h; also: potency is read from the fitted curve at half-maximal effect; % is scaled to controls: 0 for no effect and ±100 for the full control effect; nearly all actives have a fitted effect of over 60% in size
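Quantitative HTS in A549 cells stably bearing an antioxidant response element-firefly luciferase construct. Inhibition of Nrf2-driven transcription was scored by luminescence after 18-24 h of compound exposure at 37 °C.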
* hit, by the source's call; i = inactive; ? = inconclusive; / = no result given; & = joins results of further samples; [ ] = remark or other dose. Unless noted, calls follow the shape of the dose curve; as a rule, active = well fitted curve in the direction sought with a large enough effect; inconclusive = small, poorly fitted or top-dose-only effect, or another doubt; inactive = no such curve, though single readings can be large; an effect the other way counts as inactive or inconclusive.

Molecule	pAkt inh	Nrf2 activator	A549 tox	TGFb SMAD3 inh	EPAC2 antagonist	MmCpn inh	EPAC2 agonist	CCT modulator	Nrf2 block
Cc1cc(=O)c2c(o1)CC(C)(C)CC2=O	i	0.0%	-5%	-3%	-1%	0%	9%	1.6	-13%
Cc1cc(C)cc(NC(=O)c2ccc3c(c2)nnn3C2CCCC2)c1	/	-0.3%	-16%	-14%	/	/	/	/	-3%
Cc1nc(N)sc1-c1csc(Nc2ccc(Cl)cn2)n1	i	17%	-6%	-23%	-6%	0%	2%	-1.2	?
COc1ccc(S(=O)(=O)NNC(=O)c2cc3ccccc3o2)cc1	i	0.0%	-1%	-3%	3%	-1%	5%	-2.8	5%
CCn1c2ccccc2c2cc(/C=N/n3c(-c4cc(C)[nH]n4)n[nH]c3=S)ccc21	i	2.8%	-9%	?	-19%	1%	9%	-2.2	?
COc1ccc(NC(=O)CSc2ccc3nnc(-c4cccnc4)n3n2)cc1OC	i	-0.7%	-8%	-2%	-1%	-1%	9%	-1.1	2%
CCN1C(=O)/C(=C\c2cccn2-c2ccc([N+](=O)[O-])cc2)N(CC)C1=S	i	2.1%	-1%	0%	0%	-2%	-2%	-1.0	-5%
COc1ccccc1Nc1ccc(C(=O)NCc2cccs2)cn1	i	-0.7%	-3%	0%	22%	0%	12%	0.8	4%
COc1cccc(C(C(=O)NCc2ccco2)N(C(=O)Cn2nnc3ccccc32)C2CC2)c1OC (stereo not drawn)	i	-0.6%	0%	0%	0%	0%	4%	-2.5	/
CCc1nc2c(OCc3ccc(C(=O)N(C)C)cc3)cccn2c1N(C=O)Cc1ccccc1	i	3.6%	/	0%	13%	/	1%	-1.6	/
Cc1nn(-c2ccc(Cl)cc2)c(NC(=O)C(C)C)c(-c2ccccc2)c1=O	i	-0.3%	-4%	1%	3%	1%	-1%	-1.8	?
CN(Cc1ccc(F)cc1Cl)S(=O)(=O)c1cccs1	i	0.0%	-5%	-15%	-29%	0%	5%	-2.0	0%
COc1ccc2ncn(-c3ccccc3)c2c1	i	-0.5%	-5%	2%	3%	-1%	3%	-2.2	-5%
O=C1CCN(Cc2ccccc2)CCN1[C@H](CSc1ccccc1)Cc1ccccc1	i	0.9%	-2%	-26%&2%	-26%	2%	15%	-8.0	15%
O=C1CSC(c2ccccc2F)N1CCN1CCCCC1 (stereo not drawn)	i	-0.5%	-10%	14%	4%	0%	-1%	-1.2	?
CCc1ccc(/C=N/Nc2ncnc3nc[nH]c23)cc1	i	5.5%	2%	-32%	1%	2%	-5%	2.2	?
CCOc1ccc(NC(=S)N2CCC(C(N)=O)CC2)cc1	i	2.2%	-1%	5%	-2%	-2%	7%	-3.3	-3%
COCc1ccc(C(=O)N(C)C2CCCN(Cc3ccccc3F)C2)o1 (stereo not drawn)	i	2.4%	-14%	-22%	15%	-2%	-3%	-2.8	-6%
COc1ccc(N(C(=O)c2ccc(C(C)(C)C)cc2)S(=O)(=O)c2ccc(Cl)cc2)cc1	/	0.2%	-12%	-26%	/	/	/	/	?
Cc1ccc(C(=O)c2cn(Cc3ccccc3C)c3nc(C)ccc3c2=O)cc1	/	-0.8%	-16%	?	/	/	/	/	0%
COc1ccc(CNC(=O)COC(=O)c2ccccc2OCC(=O)Nc2ccc(SC(F)F)cc2)cc1	i	-0.4%	1%	-9%	4%	0%	5%	0.4	7%
COc1ccc(NCc2ccc([N+](=O)[O-])s2)c(OC)c1	i	2.9%[9.22 µM]	8%	-14%	-8%	0%	8%	-2.8	0%
COc1ccc(CNC(=O)c2cc3c(=O)oc4ccc(C)cc4c3s2)c(OC)c1	/	-1.1%	-3%	-8%	/	/	/	/	6%
CCOCCn1c(SCc2cccc(C)c2)nc2c1c(=O)[nH]c(=O)n2C	i	2.5%	-2%	-20%	-9%	1%	0%	-0.8	-2%
COc1cc(OC)c(C(=O)OC(C)C(=O)NCc2ccc3c(c2)OCO3)cc1OC (stereo not drawn)	i	2.5%	2%	2%	-3%	0%	2%	-3.8	-16%
Cc1cc(C)nc(-n2nc(C)c3c2N(Cc2ccccc2)C(=O)CC3c2ccc(Cl)cc2)n1 (stereo not drawn)	/	4.9%	-3%	-11%	/	/	/	/	-12%
COc1ccc(-c2csc3ncnc(Cl)c23)cc1	i	?	-8%	-5%	8%	-1%	-3%	-3.4	2%
NS(=O)(=O)c1ccc(NC(=O)COC(=O)c2cc3ccccc3cc2O)cc1	i	8.5%	2%	-1%	-3%	-3%	4%	0.1	7%
COCCNC(=O)c1cccc(OC2CCN(Cc3ccc(F)cc3OC)CC2)c1	i	0.3%	0%	-8%	8%	2%	11%	1.0	?
O=C(Nc1cccc(NC(=O)c2c(F)cccc2F)n1)c1c(F)cccc1F	i	-1.6%	0%	-13%	-8%	-1%	24%	-1.2	-25%
COc1ccc([N+](=O)[O-])cc1NC(=O)CN(C)S(=O)(=O)c1ccccc1	i	3.9%	-6%	-14%	-3%	-5%	24%	2.0	-10%
O=C(NCc1ccc2c(c1)OCO2)C1CC(=O)N(C2CCCCCCC2)C1 (stereo not drawn)	i	-0.5%	-7%	-11%	-1%	0%	-4%	1.1	10%
Cc1cc(C(=O)Cn2nnc3ccccc3c2=O)c(C)n1-c1ccccc1F	i	0.2%	-8%	11%	-6%	-1%	-2%	-0.2	/
COc1ccc(C)cc1NC(=O)COC(=O)c1c(C)noc1C	i	-0.2%	-3%[1.84 µM]	39%[activator]	7%	-1%	-3%	-6.0	-11%
CCOC(=O)c1c(NC(=O)c2c(C)noc2C)sc2c1CCCCC2	/	-0.5%	3%	?	-14%	-3%	?	1.7	23%
CC1CCN(C(=O)COC(=O)C2CCN(S(=O)(=O)c3ccc(Cl)c(C(F)(F)F)c3)CC2)CC1	i	-0.7%	-4%	5%	-4%	0%	-12%	-1.5	2%
C[C@@H]1CN([C@@H](C)CO)C(=O)c2cc(Br)cnc2O[C@H]1CN(C)C(=O)c1ccc2c(c1)OCO2	i	-0.9%	/	13%	-2%	/	0%	-1.0	/
Cc1ccc(NC(=O)Cn2c(=O)c(C)nc3ccccc32)cc1	i	-0.5%	0%	-5%	-5%	?	-2%	-1.3	-4%
O=C(NCc1ccco1)C1CCN(c2nc3ccccc3n2Cc2ccc(F)cc2)CC1	i	3.5%	-19%	22%	-18%	0%	11%	0.7	?
Cn1c(=O)cc(SCC(=O)N2CCN(c3ccccc3)CC2)c2ccccc21	i	6.2%&3.5%	-1%&-15%	47%[activator]	-1%	0%	-7%	-1.9	?
O=C(c1ccc(COc2ccccc2Br)o1)N1CCN(c2ccccn2)CC1	/	0.4%	-6%	27%	-6%	1%	9%	3.5	?
Cc1c(C(=O)N2CCOCC2)sc(NC(=O)Cc2ccccc2)c1C#N	i	2.5%	-5%	33%	-2%	0%	2%	-5.4	-25%
CCCCN(CC)C(=S)Nc1ccc2nc(N3CCN(C)CC3)cc(C)c2c1	i	11%	-7%	-16%	3%	-27%	14%	-0.6	-11%
COc1cccc(NC(=O)CCC2CCN(C(=O)Cc3cccc(F)c3)CC2)c1	i	-0.3%	-3%	-10%	-6%	1%	0%	-0.4	-13%
Cc1ccc(S(=O)(=O)N2CC(=O)Nc3ccccc32)cc1C	i	-0.2%	-4%	9%	-2%	-5%	2%	0.2	-12%
CCOC(=O)C1=C(C)NC(=O)NC1c1ccc(C)o1 (stereo not drawn)	i	0.0%	1%	1%	1%	2%	13%	0.7	-14%
O=C1[C@H]2[C@@H](c3ccc(C(F)(F)F)cc3)N[C@]3(CCCN(Cc4ccccc4)C3=O)[C@H]2C(=O)N1Cc1ccccc1	i	2.6%	/	-15%	-12%	/	5%	-0.7	/
COCCCNCCCCOc1ccccc1-c1ccccc1	i	1.5%	-16%	1%	0%	-1%	2%	0.9	13%
CC(=O)C1=C(C)OC(N)=C(C#N)C1c1cc2cccc(C)c2nc1Cl (stereo not drawn)	i	0.3%	-7%	-12%	6%	-1%	-1%	-2.0	7%
Cc1ccc(OCC(=O)Nc2ccccc2C(N)=O)cc1	i	0.2%	0%	-1%	2%	-5%	1%	-2.0	?
O=C(NNC(=O)c1ccccc1F)c1cccc(-n2cccc2)c1	i	0.7%	-16%	8%	18%	1%	9%	-1.7	7%
C[C@H](CO)N1C[C@H](C)[C@@H](CN(C)S(=O)(=O)c2ccccc2)Oc2c(NC(=O)c3ccncc3)cccc2C1=O	i	-0.3%	-8%	3%	-5%	3%	-2%	0.5	12%
CC(C)c1ccc(Nc2c(-c3ccsc3)nc3ccc(Cl)cn23)cc1	/	2.5%	3%	15%	/	/	/	/	15%
Cc1ccc(C)c(S(=O)(=O)N2CCN(C(=O)Cc3sc(C)nc3-c3ccc(F)cc3)CC2)c1	i	2.4%	-12%	?	7%	/	16%	-0.2	?

An excerpt; count on the stated rates, not on these rows.
